Source: PubChem BioAssay
Siah-1 displacement: Siah-1 peptide-binding antagonists, primary screen, biochemical, fluorescence polarization, rhodamine-plectin, uHTS (AID 1817) | displacement, % at 20 µM; hits with a dose series show IC50 in µM | 0.02% of 290,000 active | Siah-1 / rhodamine-plectin peptide fluorescence polarization; higher % means a stronger effect;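 active means displacement of at least 50% at 20 µM, with a fluorescence ratio check between 0.3 and a set limit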;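 further: plate controls were Siah plus tracer with DMSO for no effect and tracer alone without Siah for full effect; strong numbers were not always called active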
GPR35 antagonists: GPR35 antagonists blocking zaprinast-driven arrestin recruitment, primary screen, imaging, U2OS, beta-arrestin-GFP, zaprinast agonist (AID 2058); 0.052% of 290,000 active; U2OS GPR35 beta-arrestin-GFP translocation imaging, zaprinast antagonism; higher % means a stronger effect; inhibition, % at 10 µM; hits with a dose series show IC50 in µM;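 active means inhibition of at least 50% with at least 30 cells and total cytoplasm GFP at most 10,000,000; inconclusive means under 30 cells or total GFP of 10,000,000 plus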
PhoP inhibition: inhibitors of PhoP regulon expression, primary screen, Salmonella Typhimurium, GFP reporter (AID 1863) | one-dose inhibition, % at 50 µM; IC50 in µM for titrated hits | S. Typhimurium PhoP-regulated promoter GFP reporter, 4 h; higher % means a stronger effect | 0.16% of 300,000 active;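 active means inhibition over 29.93%, a cutoff 3 SD above the screen mean, later confirmed by dose response; inconclusive means inhibition over 29.93% but no dose response follow-up; inactive means inhibition at most 29.93% or unconfirmed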;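 further: 0% = low Mg2+ inducing control and 100% = high Mg2+ repressing control; strong numbers were not always called active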
Rac1 GTP hydrolysis: MgcRacGAP GTPase-activating activity inhibitors, confirmation, biochemical, ADP Hunter fluorescence | MgcRacGAP-stimulated Rac1 GTP hydrolysis, ADP Hunter fluorescence; higher % means a stronger effect; GST-tagged Rac1 F28L mutant substrate | inhibition, % at 30 µM, or IC50 in µM where a hit was titrated | 0.6% of 340,000 active | AID 624330;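 active means first-screen hits whose inhibition reached a set limit at any dose in the follow-up dose series; inconclusive means inhibition above the set first-screen limit but never retested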;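 further: fluorescence reports GDP produced by GAP-driven GTP hydrolysis; strong numbers were not always called active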
GPR55 antagonists: GPR55 antagonists blocking LPI-driven arrestin recruitment, primary screen, imaging, U2OS, beta-arrestin-GFP, LPI agonist (AID 2013); 0.13% of 290,000 active; U2OS GPR55 beta-arrestin-GFP translocation imaging, LPI antagonism; higher % means a stronger effect; inhibition, % at 10 µM; hits with a dose series show IC50 in µM;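 active means spots per cell inhibited over 60%, with over 100 cells counted and total cytoplasm intensity under 500,000; inconclusive means wells with under 100 cells, flagged as likely toxic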;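 further: U2OS cells stably carrying GPR55 and arrestin-GFP stimulated by 5 µM LPI near EC80; imaged beta-arrestin-GFP aggregate spots per cell after agonist stimulation; plate controls were LPI-stimulated DMSO wells for no effect and DMSO wells without LPI for full effect; some results filed as inactive read as strong as hits; confirmed hits need IC50 under 10 µM and bright autofluorescent wells are also inconclusive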
Myeloid diff 2: myeloid differentiation induction; ER-HoxA9 myeloid progenitors, lysozyme-GFP differentiation, flow cytometry; calls only at 10 µM; 1% of 360,000 active; AID 624256;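 active means normalized GFP-positive differentiation at or above the plate's own cutoff, the solvent-only control mean plus 3 SD; inconclusive means no clear call, values can overlap the other calls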;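 further: cells exposed to compound for four days before flow analysis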
HIV fusion peptide: cell-free HIV fusion peptide-binding blockers – biochemical, uHTS, fluorescence dequenching, primary screen (AID 1986). cell-free peptide binding, fluorescence dequenching, 30 min; higher % means a stronger effect. inhibition, % at 20 µM, or IC50 in µM where a hit was titrated. 0.3% of 290,000 active; in the data active means inhibition mostly above about 52%, no sharp cut-off; inactive means mostly below about 76%; further: some results filed as inactive read as strong as hits
NTR1 agonist: agonists of NTR1, primary screen, imaging, U2OS cells, beta-arrestin-GFP, high content (AID 493036). P30989. activation, % at 20 µM. NTR1-U2OS beta-arrestin-GFP spot imaging, agonist mode. 0.17% of 330,000 active;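 active means activation at or above 40% of the spot to cytoplasm intensity ratio, with at least 20 cells analyzed; inconclusive means wells under 20 cells, flagged as cytotoxic or low count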;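 further: 0% = DMSO without peptide and 100% = 100 nM NTR1 peptide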
Target sequence (P30989 whole entry, looked up): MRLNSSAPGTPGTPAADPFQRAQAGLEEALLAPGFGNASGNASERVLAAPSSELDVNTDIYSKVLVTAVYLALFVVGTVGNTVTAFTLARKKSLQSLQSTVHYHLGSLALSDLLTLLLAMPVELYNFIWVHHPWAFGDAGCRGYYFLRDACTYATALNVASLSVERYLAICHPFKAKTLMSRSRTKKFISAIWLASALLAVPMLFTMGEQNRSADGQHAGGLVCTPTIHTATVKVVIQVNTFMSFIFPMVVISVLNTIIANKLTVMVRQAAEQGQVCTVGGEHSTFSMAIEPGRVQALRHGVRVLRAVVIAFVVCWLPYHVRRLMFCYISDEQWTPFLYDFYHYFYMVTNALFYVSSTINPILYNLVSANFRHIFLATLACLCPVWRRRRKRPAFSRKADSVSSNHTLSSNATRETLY
LYP inhibition: inhibitors of LYP phosphatase, biochemical, fluorescence intensity, uHTS (AID 1779). 0.054% of 290,000 active. inhibition, % at 11.5 µM, or IC50 in µM where a hit was titrated. recombinant LYP phosphatase, fluorescence intensity; higher % means a stronger effect; in the data active means inhibition above about 50%;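 further: plate controls were vehicle with enzyme for no effect and no enzyme for full effect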
NTR1 agonist cell count 20 µM: also measured in NTR1 agonist; calls as there; cell count; measured here: cell count, cytotoxicity flag
Myeloid diff 2 GFP+ MAC1+ %: also measured in Myeloid diff 2; calls as there; GFP+ MAC1+ double positive, %; measured here: differentiation confirmed by MAC1 staining
* = called active by the depositor; i = inactive; ? = inconclusive; · = not tested or not shown; + = active, no number.

molecule	Siah-1 displacement	GPR35 antagonists	PhoP inhibition	Rac1 GTP hydrolysis	GPR55 antagonists	Myeloid diff 2	Myeloid diff 2 GFP+ MAC1+ %	HIV fusion peptide	NTR1 agonist	NTR1 agonist cell count 20 µM	LYP inhibition
COc1ccc(CCNC(=S)N2CCN(S(=O)(=O)c3ccc(Cl)cc3)CC2)cc1	0.1%	-8.4%	-6.4%	4.8%	3.3%	i	0.8	-0.2%	-0.3	73	-10.5%
CN(C)S(=O)(=O)c1cccc2c1C(=O)c1ccccc1C2=O	-1.0%	-3.6%	2.8%	8.0%	-7.4%	i	0.1	-1.1%	0.0	77	-6.5%
CN1CCN(S(=O)(=O)c2ccc(N3CCN(S(=O)(=O)c4cccs4)CC3)nc2)CC1	0.5%	-12.8%	2.1%	6.2%	8.9%	i	0.3	-0.9%	-0.8	66	-3.8%
CC(C)c1ccc(N(C(=O)c2csnn2)C(C(=O)NC(C)(C)C)c2ccncc2)cc1 (configuration not stated)	2.6%	28.1%	27.3%	0.3%	7.5%	i	4.6	-1.4%	1.2	41	-3.4%
CCCN1CCN(C(=O)C(C)n2nc(C)c3sc4ccccc4c3c2=O)CC1 (configuration not stated)	1.2%	1.9%	-8.2%	8.7%	14.4%	i	0.2	1.0%	0.3	50	-5.9%
CCOC(=O)c1cc(C)sc1NC(=O)CSC1=NCCS1	-3.1%	0.6%	1.9%	6.5%	2.6%	i	1.2	1.0%	4.1	58	-2.2%
COc1ccccc1NC1=C(Cl)C(=O)N(C2CCCCC2)C1=O	4.2%	4.0%	-4.4%	6.8%	11.7%	i	15.7	-1.1%	1.5	37	-1.6%
Cc1ccc(-c2noc(C3CCCN(C(=O)c4ccc(C(C)(C)C)cc4)C3)n2)o1 (configuration not stated)	10.0%	-11.0%	8.7%	11.4%	-2.9%	i	0.3	-0.2%	6.3	61	6.1%
Cc1cc(-c2nnc3n2N=C(c2ccc(F)cc2)CS3)n[nH]1	-1.4%	-7.9%	1.9%	16.9%	-0.3%	i	0.7	1.3%	3.2	47	-6.8%
O=C(CNS(=O)(=O)c1ccc2ccccc2c1)OCC(=O)c1ccc(Br)s1	9.5%	-8.9%	-15.4%	4.9%	-8.8%	i	0.9	-1.7%	0.6	84	-3.2%
Cc1cc(NC(=O)CSc2nnc(-c3c[nH]c4ccccc34)n2-c2ccc(F)cc2)no1	8.4%	0.4%	-8.4%	8.6%	9.3%	i	1.9	0.5%	3.5	86	-6.9%
O=S(=O)(c1ccc2ncn(O)c2c1)N1CCOCC1	-2.6%	0.8%	0.1%	2.1%	0.5%	i	0.1	-0.5%	1.5	51	-5.4%
CCn1c(C)c(P(=O)(N2CCOCC2)N2CCOCC2)c2ccccc21	18.5%	6.9%	4.8%	-6.7%	5.4%	i	0.2	-0.9%	3.7	40	0.9%
COC(=O)c1ccc(N2CCS(=O)(=O)CC2)cc1	8.8%	7.0%	4.2%	3.4%	10.0%	i	0.5	-1.3%	0.2	35	1.0%
NNC(=O)c1cc2c(s1)CCCCCC2	-0.5%	8.8%	9.9%	6.7%	8.9%	+	5.1*	-1.8%	1.4	66	-2.6%
Cc1[nH]c(C)c(S(=O)(=O)N(C)Cc2ccccc2)c1C(=O)N1CCCC1	-2.1%	10.0%	1.1%	1.2%	-4.6%	?	·	-1.4%	-0.5	52	-4.6%
O=C1CSC(c2ccccc2)N1CC12CC3CC(CC(O)(C3)C1)C2 (configuration not stated)	-0.8%	4.2%	13.2%	-0.3%	-5.1%	i	0.5	-1.4%	1.0	69	-9.2%
COC(=O)c1cc(Nc2cc(C)nc3ncnn23)cc(C(=O)OC)c1	4.5%	-9.4%	0.8%	3.6%	8.5%	i	2.1	2.1%	2.9	71	-2.7%
CC(C)NC(=O)N1CCC(n2nccc2NC(=O)CCOc2ccccc2)CC1	10.0%	3.6%	-4.9%	2.4%	20.2%	i	0.4	0.1%	-0.7	67	-5.6%
O=C(CSCc1c(Cl)cccc1Cl)Nc1cccnc1	11.1%	-6.8%	1.7%	2.8%	-1.4%	i	0.1	-0.4%	0.6	57	-5.4%
COc1ccc(CC2S/C(=C(\C#N)C(=O)NCc3ccco3)N(c3ccc(C)cc3)C2=O)cc1 (configuration not stated)	9.6%	-3.7%	5.0%	14.2%	19.5%	i	1.7	10.1%	2.5	61	-4.2%
COc1ccc(-n2cc(CN[C@H]3CCCCNC3=O)c(-c3cccc(F)c3)n2)cc1	5.2%	-7.1%	-3.5%	10.2%	-1.9%	i	0.5	-1.1%	-0.2	67	-5.2%
O=C(NC1CCCCCCC1)c1ccc(Br)o1	2.6%	9.5%	-4.2%	2.2%	-13.3%	i	0.3	-1.1%	0.4	42	-2.2%
COc1ccc(OC)c(NC(=O)c2nnn(CC(=O)Nc3ccc4c(c3)OCO4)c2N)c1	11.3%	-10.9%	3.8%	1.9%	-8.8%	?	·	-2.5%	0.1	59	-14.6%
CC(C)(C)CN1CCNC[C@H]1Cc1ccc(O)cc1	·	·	-3.8%	3.9%	·	i	1.3	·	8.8	71	·
O=C1Nc2ccccc2N(O)N1c1ccc(Cl)cc1	2.9%	-3.1%	3.0%	10.5%	8.5%	i	0.4	-1.1%	-1.4	69	-7.7%
Cc1ccc(N(CCC(=O)O)S(=O)(=O)c2cccc(C(F)(F)F)c2)cc1	2.0%	-19.4%	-8.7%	11.2%	-11.5%	i	0.3	2.0%	0.1	61	-7.7%
Cc1cccc(NC(=S)NNc2cccc(Cl)c2)c1	-1.4%	8.3%	5.4%	5.6%	-10.1%	i	0.0	-3.8%	2.5	52	5.8%
COCCN(C(=O)CCC(=O)Nc1cc(C)on1)C(C(=O)NC1CCCC1)c1ccc(C)cc1 (configuration not stated)	16.7%	-1.7%	4.3%	6.7%	8.5%	?	·	0.3%	-1.4	62	-6.4%
Cc1ccc(S(=O)(=O)N2CCN(C(=O)c3cc4c(C)nn(-c5ccccc5C)c4s3)CC2)cc1	6.5%	2.9%	-5.8%	12.9%	-0.4%	i	0.6	0.2%	2.8	39	5.3%
CN(C)c1ccc(NC(=O)CSc2nnc(-c3cccs3)n2Cc2ccco2)cc1	-1.4%	6.4%	15.1%	?	-19.9%	i	0.5	-0.1%	0.7	64	-0.6%
COc1ccc(NC(=O)c2cc(S(=O)(=O)N3CCCCC3)c[nH]2)cc1Cl	2.4%	-1.0%	·	9.2%	-11.0%	i	3.5	1.7%	-3.5	67	-8.1%
CCOc1ccccc1-n1nnnc1SCc1nc2ccccc2s1	-0.9%	-0.9%	-7.2%	5.0%	9.1%	i	3.2	3.3%	3.5	60	6.6%
Cc1ccc(-c2cc(O)cc3sc(=O)oc23)cc1C	10.3%	7.2%	-12.4%	0.5%	-7.9%	i	0.7	-1.8%	13.1	71	-0.7%
CCOC(=O)c1cccc(-n2c(C)cc(C=O)c2C)c1	-9.6%	-15.8%	0.2%	2.0%	-4.4%	i	0.8	8.6%	1.3	63	-5.7%
Cc1ccc(Cn2nc3c4cc(F)ccc4n(Cc4ccc(F)cc4)cc-3c2=O)cc1	19.6%	-13.4%	·	15.8%	9.4%	i	0.8	28.4%	0.5	85	-11.0%
O=S(=O)(/N=C(\Nc1ccc(F)cc1)C(F)(F)F)c1ccccc1	2.2%	-16.3%	3.4%	3.3%	-3.4%	i	1.7	-2.0%	0.5	52	1.3%
CCOC(=O)CSc1ncnc2c1sc1nc(N3CCOCC3)c3c(c12)CCCC3	-1.4%	0.0%	-3.8%	0.1%	3.0%	i	1.2	0.9%	13.4	24	1.5%
Cc1cccc(CSc2nncc(=O)[nH]2)c1	-9.1%	-5.3%	-33.8%	3.4%	-12.7%	i	0.0	0.2%	-0.2	65	2.6%
N#Cc1c(NCCN)nc(-c2ccccc2)c2c1CCCC2	8.0%	-3.6%	9.6%	6.1%	16.3%	i	0.8	0.3%	4.6	64	-5.4%
COC(=O)c1ccc(C#Cc2ccccc2)o1	-13.8%	0.5%	-4.4%	9.4%	-12.1%	i	0.3	-1.4%	-0.9	62	-8.6%
COc1ccc(/C=N/NC(=O)c2cccc(Br)c2)cc1CN1CCOCC1	-4.2%	-22.8%	-4.1%	0.6%	0.1%	i	0.8	-1.1%	0.5	43	-4.4%
COc1ccc(C2/C=C\CN(CC(C)C)CC(=O)N2Cc2ccc(F)cc2)cc1 (configuration not stated)	-1.7%	13.4%	-3.5%	9.4%	5.2%	i	2.7	0.8%	-0.8	96	-3.4%
Cc1nc2ccsc2c(=O)n1-c1ccc(Cl)cc1	3.4%	8.0%	10.2%	6.6%	5.7%	i	0.3	1.5%	1.0	81	1.7%
CCS(=O)(=O)N1CCN(c2ccc(S(=O)(=O)N3CCOCC3)cc2)CC1	4.9%	2.1%	4.0%	-1.6%	-5.9%	i	0.2	-0.4%	0.9	48	-5.1%
CCOc1cc(/C=N/N2C(=O)NC3(CCCCC3)C2=O)cc(Br)c1O	1.3%	-9.2%	4.9%	4.2%	-1.9%	i	0.2	-1.0%	2.4	41	-2.8%
O=C(CSC1=NCCN1)NC(c1ccccc1)c1ccccc1	-4.5%	10.9%	0.2%	9.1%	7.2%	i	1.1	-1.2%	1.1	52	-7.6%
O=C(Nc1cccnc1)c1ccc(S(=O)(=O)c2ccccc2)cc1	5.6%	-10.9%	7.3%	2.9%	-0.6%	i	0.2	-0.4%	-0.8	80	-5.4%
Cc1ccc(N2C(=O)c3cccc4cccc(c34)C2=O)cc1	-2.8%	14.5%	-4.6%	3.9%	5.2%	i	0.7	-0.9%	0.0	46	-6.8%
Cc1cc(NC(=O)c2cccc(C(=O)Nc3cc(C)on3)n2)no1	6.8%	-2.0%	5.1%	5.6%	-9.6%	i	1.1	0.3%	0.5	80	-7.2%
